High-throughput results (PubChem)
NSD2 HMT inh = NSD2 histone methyltransferase inhibitors, primary screen, biochemical, AlphaScreen, single concentration, set 2; NSD2 peptide methylation, 120 min; inhibition, % at 12.5 µM; 310,000 tested, 0.54% active; in the data active = inhibition above about 50%
Arr AP2 block = inhibitors of beta-arrestin/AP2 binding, primary screen, biochemical, GPCR trafficking, flow cytometry; FITC-arrestin peptide / GST-AP2 beads; AP2 beta2 appendage carries R879A mutation; inhibition, % at 10 µM; 340,000 tested, 0.31% active; AID 504490, 2011;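 active = inhibition above a set limit, near 3 SD of compounds lacking own fluorescence, cut at about 54% in these data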;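 note: plate controls were DMSO wells for no effect and 5 µM unlabelled arrestin peptide for full effect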
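System: GST-AP2 R879A glutathione beads. Medium: PBS with 0.05% Tween 20 and 0.1% BSA. Also added: FITC-arrestin peptide, 50 nM. Incubation: 12 min plus 1 h, RT. Measured by: high-throughput flow cytometry of beads, ex 488, em 535 nm. Evaluation: percent drop in bead-associated FITC signal.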
Mot1-301 SUMO = yeast Mot1-301 growth rescue at high temperature, primary screen, SUMOylation pathway inhibitor project, S. cerevisiae, ATP luminescence, 38.5C; S. cerevisiae Mot1-301 growth rescue; percent above DMSO median, 100 means doubled; growth rescue, % at 18.8 µM; 320,000 tested, 1% active; AID 2716, 2010;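 active = every valid replicate shows activation above 250% relative to neutral control wells; inactive = the rest, any valid replicate at or below 250%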;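 note: OY570 slx delta 5 strain wells were the positive control but not used for scaling; some compounds called inactive have numbers as strong as hits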
SR-BI uptake up = activators of SR-BI mediated DiI-HDL uptake, primary screen, ldlA[mSR-BI] CHO cells, DiI fluorescence; 3 h; 100 = double the neutral-control signal; activation, % at 12.5 µM; 320,000 tested, 0.096% active; AID 504775, 2011;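 active = mean replicate activation of at least 60% and every replicate at or above 60%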;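 note: 0% = median plate neutral-control signal and 100% = twice that signal; values of inactives mirror those of a sister screen read the other way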
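system = CHO ldlA[mSR-BI] cells, LDL receptor-null, SR-BI overexpressing | medium = Ham's F12 with 0.5% BSA, HEPES 25 mM, pH 7.4 | probe or stimulus = DiI-HDL 10 µg/mL | compound dosing = single-point compound dose | incubation = compound exposure 3 h, 37 °C | technique = DiI fluorescence, bottom read | read-out = cell-associated DiI fluorescence as measure of HDL uptake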
MITF TRPM1 HTS = activators of MITF-driven TRPM1 promoter reporter, primary screen, cell-based, SK-MEL-5, luciferase, single point; SK-MEL-5 TRPM1-promoter luciferase, 24 h; % of positive control, neutral wells = 0; activation, % at 12.5 µM; 300,000 tested, 0.75% active;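 active = mean activation of at least 80% with every replicate also reaching 80%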;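 note: 0% = neutral control wells and 100% = parthenolide positive control wells; values of inactives mirror those of a sister screen read the other way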
dFosB act = activators of delta FosB homodimer, primary screen, biochemical, fluorescence polarization, TAMRA-CDK5 oligo, single point; Protein FosB (Mus musculus), P13346; 340,000 tested, 0.99% active; activation, % at 25 µM; purified delta FosB; percent of positive-control signal above neutral wells;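 active = mean activation above about 17%, with every replicate also reaching it, limit read from the data, passing the limit was not always enough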;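 note: fluorescence polarization rise as delta FosB binds a TAMRA Cdk5 AP-1 oligo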
Pemphigus Ab inh = inhibitors of pemphigus antibody binding to DSG3, primary screen, biochemical, bead-based, flow cytometry, scFv-GFP | binding (percent of control), % at 10 µM | 310,000 tested, 0.48% active | AID 588358, 2011 | Desmoglein-3 (Homo sapiens), P32926 | DSG3-coupled beads, scFv-anti-DSG3-GFP binding; stronger effect = lower value;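 active = binding more than 3 SD below its plate's average and above zero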;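 note: hits lower antibody fragment binding to DSG3; some compounds called inactive have numbers as strong as hits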
PKA-R1A activ = activators of PKA-R1A holoenzyme, primary screen, biochemical, fluorescence polarization, Cy5-IP20, bovine R1A, mouse PKAc; cAMP-dependent protein kinase type I-alpha regulatory subunit (Bos taurus) + …; PKA-R1A dissociation; scaled: DMSO 0%, 113 µM cGMP 100%; activation, % at 11.4 µM; 340,000 tested, 0.083% active; AID 504707, 2011;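 active = percent activation above the mean of all tested compounds plus 3 SD, cut at about 19% in these data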;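 note: higher means more PKAc released from R1A so a rise in polarization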
CDK5 inh = inhibitors of human CDK5/p35 kinase, primary screen, biochemical, single concentration | Cyclin-dependent kinase 5 (Homo sapiens) + Cyclin-dependent kinase 5 activator 1 (Homo … | Recombinant CDK5/p35, ADP-Glo luminescence, 60 min | inhibition, % at 10 µM | 330,000 tested, 0.01% active | AID 488839, 2010;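 active = highest replicate inhibition of at least 50% and at least 75% of replicates reaching 50%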;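 note: plate controls were DMSO neutral control for no effect and GW8510 at 10 µM for full effect; many of its hits are not listed in these tables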
PKA-R2B activ = activators of PKA-R2B holoenzyme, primary screen, biochemical, fluorescence polarization, Cy5-IP20, human; activation, % at 11.4 µM; 340,000 tested, 0.079% active; AID 504700, 2011; cAMP-dependent protein kinase catalytic subunit beta (Homo sapiens) + cAMP-dependent …; PKA-R2B holoenzyme dissociation; R2B truncated from residue 108, S112A mutant; 0% DMSO only, 100% 113 µM cGMP;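 active = activation above a cutoff set at the mean over all compounds plus 3 SD, cut at about 18% in these data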;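 note: higher means more holoenzyme dissociation and a rise in polarization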
Target sequence (P31323 whole entry, looked up, other chains not shown, the tested form may be a part): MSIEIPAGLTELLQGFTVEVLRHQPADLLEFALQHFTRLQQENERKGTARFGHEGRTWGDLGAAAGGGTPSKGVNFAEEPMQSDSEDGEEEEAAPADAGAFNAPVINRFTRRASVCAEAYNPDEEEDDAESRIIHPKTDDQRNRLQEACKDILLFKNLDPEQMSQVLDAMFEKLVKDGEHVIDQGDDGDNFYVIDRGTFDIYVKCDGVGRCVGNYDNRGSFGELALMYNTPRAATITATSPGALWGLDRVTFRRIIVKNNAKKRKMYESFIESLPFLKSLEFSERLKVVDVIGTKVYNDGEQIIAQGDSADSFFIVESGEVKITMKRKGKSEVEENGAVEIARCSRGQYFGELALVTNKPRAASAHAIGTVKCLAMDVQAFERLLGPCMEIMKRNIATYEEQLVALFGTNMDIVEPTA
SR-BI DiI inh = inhibitors of SR-BI mediated HDL lipid uptake, primary screen, ldlA[mSR-BI] cells, fluorescence, single point; 320,000 tested, 0.96% active; AID 488896, 2010; ldlA[mSR-BI] CHO cells, DiI-HDL uptake fluorescence, 3 h; Scavenger receptor class B member 1 (Mus musculus), Q61009; inhibition, % at 12.5 µM;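 active = mean replicate inhibition of at least 70% and a set share of replicates each scoring 70 or more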;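 note: 0% = median of neutral control wells and 100% = median of positive control wells; values of inactives mirror those of a sister screen read the other way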
Target sequence (Q61009 whole entry, looked up): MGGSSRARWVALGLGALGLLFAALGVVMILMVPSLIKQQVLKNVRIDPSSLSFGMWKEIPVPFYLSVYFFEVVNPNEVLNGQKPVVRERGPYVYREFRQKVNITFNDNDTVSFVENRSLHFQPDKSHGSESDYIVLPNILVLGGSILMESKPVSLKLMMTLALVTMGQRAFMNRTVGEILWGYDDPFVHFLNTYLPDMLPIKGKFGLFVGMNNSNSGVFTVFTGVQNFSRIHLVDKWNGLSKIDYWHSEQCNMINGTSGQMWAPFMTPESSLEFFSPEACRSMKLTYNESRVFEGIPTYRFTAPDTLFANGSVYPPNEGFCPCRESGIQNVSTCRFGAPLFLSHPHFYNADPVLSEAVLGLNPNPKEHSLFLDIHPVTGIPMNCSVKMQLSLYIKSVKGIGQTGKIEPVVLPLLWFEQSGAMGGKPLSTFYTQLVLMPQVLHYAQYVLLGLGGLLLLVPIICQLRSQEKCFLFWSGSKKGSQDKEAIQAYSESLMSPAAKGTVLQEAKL
Starred values were filed as active, the others as inactive; / = no result given.

SMILES	NSD2 HMT inh	Arr AP2 block	Mot1-301 SUMO	SR-BI uptake up	MITF TRPM1 HTS	dFosB act	Pemphigus Ab inh	PKA-R1A activ	CDK5 inh	PKA-R2B activ	SR-BI DiI inh
CCN1C(=O)CC2CCCC1C2 (stereo not drawn)	4	-11	/	2	2	-2	/	8	0.0	14	-2
COc1cc(-c2csc(NC3CCCCC3)n2)cc(OC)c1OC	4	-5	0	-12	13	-18	110	-3	-2.5	7	12
CC(=O)Nc1ccc(S(=O)(=O)Nc2nc3ccccc3nc2Cl)cc1	1	7	-14	7	-1	7	100	3	0.8	4	-7
O=[N+]([O-])c1cccc(C(=S)N2CCN(c3ccc(F)cc3)CC2)c1	-1	33	-7	-12	2	-10	101	-4	0.3	5	12
COc1cc(C=O)ccc1OC(=O)c1cccnc1	1	8	-25	5	0	-4	97	0	2.1	4	-5
Cc1cc(C)c(C)c(SCC(=O)Nc2oc(C)c3c(C)n[nH]c(=O)c23)c1C	1	18	14	-45	-7	-7	-15	-7	0.4	-9	45
O=C(NC1CCCc2c1cnn2-c1cc(F)cc(F)c1)c1ccc[n+]([O-])c1 (stereo not drawn)	-1	-9	-8	-14	-2	2	99	4	-0.4	4	14
Cc1c(Cl)cccc1NC(=S)NCCN1CCOCC1	-2	-2	-3	22	9	-1	/	-6	-1.3	-5	-22
CSc1ccccc1NC(=S)Nc1cc(C)cc(C)c1	-1	-4	567	0	/	-4	100	-7	0.3	-7	0
O=C(c1ccc([N+](=O)[O-])o1)N1CCN(Cc2ccccc2)CC1	0	10	357	6	/	-5	113	4	-0.3	2	-6
Cc1ccc(C(C)n2cc(C(=O)NCc3ccncc3)nn2)cc1 (stereo not drawn)	4	10	5	11	6	1	92	2	0.2	-6	-11
CCOCCN(C(=O)c1ccccc1Cl)c1ccccc1	-1	0	159	4	/	4	/	9	1.5	-7	-4
CCOCC(=O)Nc1c(C(=O)OCC)oc2ccccc12	1	-3	/	1	-13	-1	96	-12	-0.5	1	-1
CC12CC3CC(C)(C1)CC(C(=O)NNC(=O)c1ccncc1)(C3)C2	-1	-1	7	/	1	1	111	11	-2.2	-4	28
COc1ccc(CCN2C(=O)N(c3ccc(OC)cc3)C(=O)C2CC(=O)Nc2ccc(OC)cc2)cc1 (stereo not drawn)	1	3	-12	-18	8	-1	88	-19	-0.3	-4	18
CCOc1cc(N2CCOCC2)c(OCC)cc1NC(=O)[C@H](C)NC(=O)c1ccco1	10	18	-5	/	2	-6	103	0	-0.9	0	/
CN(Cc1ccccc1)C(=O)c1ccc(COc2ccccc2)cc1	-1	-6	3	13	11	-7	101	8	0.9	-4	-13
CCCn1c(-c2ccc[nH]c2=O)nc2cc(C)c(C)cc21	-10	0	-22	-5	30	2	98	0	1.4	8	5
COc1ccc(N2CCN(C(=O)C3CCN(S(=O)(=O)c4ccc(C)cc4)CC3)CC2)cc1	4	-17	-6	21	-8	-14	98	-11	-0.9	-7	-21
CSc1ncccc1C(=O)OCC(=O)N(C)C1CCS(=O)(=O)C1 (stereo not drawn)	1	5	1	19	-10	2	107	-14	1.8	-4	-19
CCN(CC(=O)Nc1ccc(OC)cc1)C(=O)c1cc2c(s1)CCCCC2	0	17	4	2	0	-11	99	-2	0.4	-14	-2
Nc1ncnc2c1C(c1ccccc1)c1c(ccc3ccccc13)O2 (stereo not drawn)	/	29	47	-7	-3	-12	101	-1	-2.1	2	7
CCC(C)(C)NC(=O)C(c1ccc(C)o1)N(Cc1ccc2c(c1)OCO2)C(=O)c1snc(C(N)=O)c1N (stereo not drawn)	2	11	-18	/	8	9	/	-5	0.0	-4	/
COC(=O)c1ccc(CSc2n[nH]c(=S)s2)o1	0	-8	3	27	/	1	101	-11	1.3	-3	-27
CCNS(=O)(=O)c1ccc(CCC(=O)NCCc2ccc(OC)cc2)cc1	-2	5	-6	-23	-4	2	95	-11	0.5	7	23

Whole records from above. Order of values: NSD2 HMT inh | Arr AP2 block | Mot1-301 SUMO | SR-BI uptake up | MITF TRPM1 HTS | dFosB act | Pemphigus Ab inh | PKA-R1A activ | CDK5 inh | PKA-R2B activ | SR-BI DiI inh
CCOCC(=O)Nc1c(C(=O)OCC)oc2ccccc12 is listed as 1 | -3 | / | 1 | -13 | -1 | 96 | -12 | -0.5 | 1 | -1
CCOc1cc(N2CCOCC2)c(OCC)cc1NC(=O)[C@H](C)NC(=O)c1ccco1 is listed as 10 | 18 | -5 | / | 2 | -6 | 103 | 0 | -0.9 | 0 | /

(further entries)
SMILES	NSD2 HMT inh	Arr AP2 block	Mot1-301 SUMO	SR-BI uptake up	MITF TRPM1 HTS	dFosB act	Pemphigus Ab inh	PKA-R1A activ	CDK5 inh	PKA-R2B activ	SR-BI DiI inh
CCCCCC(=O)Nc1ccc(Cc2ccncc2)cc1	0	19	4	-12	-15	3	100	0	-1.3	2	12
COc1cccc(-c2cc(C(=O)N3CCN(Cc4ccccc4)CC3)no2)c1	5	-9	11	-9	3	1	96	-9	-2.4	-4	9
CC1(C(=O)NCc2cccnc2)CCC(=O)N1CCc1ccccc1 (stereo not drawn)	/	7	-11	/	2	-4	106	-3	0.6	5	/
COc1ccc(/C=C/C(=O)NC(=S)NNC(=O)c2cccnc2)cc1OC	0	-2	-7	15	-3	-5	92	-1	0.1	1	-15
Cc1ccc(OCc2ccc(C(=O)N3CCOCC3)cc2)cc1C	-1	0	-5	16	52	-9	123	-4	1.2	-4	-16
CCc1nc(SCC(=O)Nc2ccccc2)c2c(=O)n(C)c(=O)n(C)c2n1	-16	-9	-10	-7	8	7	98	3	1.5	6	7
Oc1ccc(/C=N/n2cnn(Cc3ccccc3Cl)c2=S)c(O)c1	2	10	-7	26	-2	2	105	6	0.1	2	-26
COc1cc(NC(=O)CCN2CC(C)OC(C)C2)cc(OC)c1 (stereo not drawn)	1	-2	-4	12	3	-4	97	-2	-0.7	-4	-12
COc1ccccc1OCCNC(=O)CCS(=O)(=O)c1ccccc1	0	6	78	2	-8	5	113	-1	0.1	-1	-2
Cc1[nH]nc(-c2ccc(O)c(C)c2O)c1Oc1ccccc1	2	40	-7	0	/	-3	101	-12	0.3	8	0
C=CCOC(=O)Nc1c(C(=O)OC)[nH]c2ccc(Cl)cc12	0	25	258	1	0	-14	100	-4	-0.1	9	-1
Cc1cc(OCCSc2nnc(-c3cccs3)n2C)ccc1Cl	-2	4	-2	14	-2	-11	106	-12	-1.2	5	-14
Cc1ccc(-c2cc(N)n[nH]2)cc1	1	0	-29	26	4	-8	103	-7	1.3	-10	-26
CC1(C)CC(=O)c2cc(OCC(=O)NCCCN3CCN(c4ccccc4F)CC3)ccc2O1	-5	1	-11	-9	0	-6	99	-3	-2.2	-12	9
CN(CCO)S(=O)(=O)c1ccc2c(c1)C(=NO)c1cc(S(=O)(=O)N(C)CCO)ccc1-2	-3	1	-1	-24	-1	-24	97	14	2.2	3	24
COCCc1nc2ccc(C(=O)N(C)Cc3cccc(-n4nc(C)cc4C)c3)cc2o1	-3	28	-14	-15	-2	-8	104	-2	0.3	-4	15
O=C1[C@@H](Oc2ccccc2)[C@@H](c2cnc3ccccc3c2)N1c1ccccc1	/	15	/	-19	-9	-2	96	-12	1.5	-1	19
COc1ccccc1NC(=O)CSc1nnc(NC(=O)C2CC2)s1	3	8	1	13	-5	2	/	1	6.4	1	-13
c1coc(CNc2ncnc3[nH]ncc23)c1	-4	6	22	21	/	1	114	-14	3.3	-18	-21
COc1ccc(OC)c(N2C(=O)CC(Cc3ccc(C)cc3)C2=O)c1 (stereo not drawn)	-3	23	-6	20	-6	-1	99	-6	-0.7	-16	-20

Of the compounds above, 7 have a furan ring, fused or not.
SMILES	NSD2 HMT inh	Arr AP2 block	Mot1-301 SUMO	SR-BI uptake up	MITF TRPM1 HTS	dFosB act	Pemphigus Ab inh	PKA-R1A activ	CDK5 inh	PKA-R2B activ	SR-BI DiI inh
Cc1cc(C)c(C)c(SCC(=O)Nc2oc(C)c3c(C)n[nH]c(=O)c23)c1C	1	18	14	-45	-7	-7	-15	-7	0.4	-9	45
O=C(c1ccc([N+](=O)[O-])o1)N1CCN(Cc2ccccc2)CC1	0	10	357	6	/	-5	113	4	-0.3	2	-6
CCOCC(=O)Nc1c(C(=O)OCC)oc2ccccc12	1	-3	/	1	-13	-1	96	-12	-0.5	1	-1
CCOc1cc(N2CCOCC2)c(OCC)cc1NC(=O)[C@H](C)NC(=O)c1ccco1	10	18	-5	/	2	-6	103	0	-0.9	0	/
CCC(C)(C)NC(=O)C(c1ccc(C)o1)N(Cc1ccc2c(c1)OCO2)C(=O)c1snc(C(N)=O)c1N (stereo not drawn)	2	11	-18	/	8	9	/	-5	0.0	-4	/
COC(=O)c1ccc(CSc2n[nH]c(=S)s2)o1	0	-8	3	27	/	1	101	-11	1.3	-3	-27
c1coc(CNc2ncnc3[nH]ncc23)c1	-4	6	22	21	/	1	114	-14	3.3	-18	-21
